Screening data: PubChem, National Center for Advancing Translational Sciences (NCATS)
Sm TGR inh – qHTS Assay for the Inhibitors of Schistosoma Mansoni Peroxiredoxins | purified TGR, DTNB reduction, TNB absorbance 405 nm | Potency, µM (doses to about 114 µM), for the others: at the highest dose activity change, negative = inhibition, hits mostly inhibitors | AID 485364, 2010 | 360,000 tested, 3% active; note: potency is the fitted concentration of half-maximal effect; % is set by controls: 0 for no effect and ±100 for the full control effect; nearly all actives have a fitted effect of over 60% in size
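TGR 20 nM + NADPH 100 uM (dispensed conc.), cpd preinc 15 min RT; start with NADPH (500 uM addition) then DTNB (15 mM addition). Kinetic TNB absorbance, 405 nm filter. Four-parameter Hill fit across titration.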
Cycloheximide cs – Cycloheximide Counterscreen for Small Molecule Inhibitors of Shiga Toxin; max response, %; 300,000 tested, 12% active; AID 2314, 2010; cell reporter, cycloheximide protein synthesis inhibition counterscreen; in the data active = max response mostly above about 13%, no sharp cut-off; inactive = mostly below about 14%; note: read at 38.3 µM for the half of the compounds with a filed dose; 0% is about no effect
Pf growth 96h – Primary qHTS for delayed death inhibitors of the malarial parasite plastid, 96 hour incubation | P. falciparum luciferase reporter growth, 96 h | Potency, µM (doses to about 28.7 µM), for the others: at the top dose activity change, negative = inhibition, actives largely listed as inhibitors | 320,000 tested, 6.9% active | AID 504834, 2011; note: potency is the fitted concentration of half-maximal effect; % is set by controls: 0 for no effect and ±100 for the full control effect
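Compounds incubated with erythrocytes infected by luciferase-expressing P. falciparum (2% hematocrit, 0.05% parasitemia final) for 96 hours, 37 C in 5% CO2. Growth inhibition scored as decreased luciferase luminescence.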
FBPA Giardia inh – qHTS Assay for Inhibitors of Fructose-1,6-bisphosphate Aldolase from Giardia Lamblia. A8B2U2. AID 2451, 2010. 290,000 tested, 0.71% active. Potency, µM (doses to about 59.6 µM), without a hit: at the highest dose activity, negative = inhibition, actives largely listed as inhibitors. purified Giardia FBPA; note: potency is the fitted concentration of half-maximal effect; % is set by controls: 0 for no effect and ±100 for the full control effect; nearly all actives have a fitted effect of over 55% in size
Target sequence (A8B2U2 whole entry, looked up): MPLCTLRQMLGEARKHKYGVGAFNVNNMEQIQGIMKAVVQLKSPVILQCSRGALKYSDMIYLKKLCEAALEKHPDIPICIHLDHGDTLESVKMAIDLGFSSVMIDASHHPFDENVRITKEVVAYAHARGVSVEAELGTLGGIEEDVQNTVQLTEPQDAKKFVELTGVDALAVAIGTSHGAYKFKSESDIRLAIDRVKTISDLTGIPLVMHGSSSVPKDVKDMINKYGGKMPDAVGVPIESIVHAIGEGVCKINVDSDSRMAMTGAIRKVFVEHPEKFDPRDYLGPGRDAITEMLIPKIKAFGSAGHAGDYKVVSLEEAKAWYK
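Giardia FBPA (40 nM reagent) was preincubated 10 min at RT with compound (up to 57.5 uM final), then substrate plus GAPDH/TPI/NAD/arsenate coupling system with diaphorase/resazurin was added; resorufin fluorescence (525/598 nm) was read after 20 min.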
Pf growth 48h – Primary qHTS for delayed death inhibitors of the malarial parasite plastid, 48 hour incubation; 310,000 tested, 5.9% active; AID 504832, 2011; Potency, µM (top dose mostly 28.7 µM), for the others: at the highest dose activity change, negative = inhibition, usual class: inhibitors; P. falciparum luciferase growth in erythrocytes, 48 h; note: potency is the fitted concentration of half-maximal effect; % is set by controls: 0 for no effect and ±100 for the full control effect
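Firefly luciferase activity from engineered P. falciparum reports growth; inhibitors lower the luminescent signal. Cultures contained 2% hematocrit erythrocytes at 0.1% final parasitemia.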
Shiga toxin inh – A qHTS for Small Molecule Inhibitors of Shiga Toxin; Vero cells, Shiga toxin protein synthesis inhibition reporter; inhibition, % at 38.7 µM; 290,000 tested, 9.2% active; AID 2315, 2010; in the data active = inhibition mostly above about 28%, no sharp cut-off; inactive = mostly below about 43%; note: 0% is about no effect
An asterisk follows results filed as active; i = inactive; ? = inconclusive; . = not tested or not shown; [ ] = remark or other dose. Unless noted, calls come from the whole dose curve; as a rule, active = well fitted curve in the direction sought with a large enough effect; inconclusive = small, poorly fitted or top-dose-only effect, or another doubt; inactive = no such curve, though single readings can be large; an effect the other way counts as inactive or inconclusive.

The line under a structure holds: Sm TGR inh | Cycloheximide cs | Pf growth 96h | FBPA Giardia inh | Pf growth 48h | Shiga toxin inh
> CCOc1cccc(CN2CCC(N3CCC(C(=O)NCC4CCCO4)CC3)CC2)c1 (configuration not stated)
 : -34% | 9 | -24% | . | -15% | -4
> COc1cc(Cl)c(C)cc1NC(=O)COC(=O)C1=COCCO1
 : 16% | . | 40%[activator] | . | 6% | .
> CCCOc1ccc(-c2cc(C(F)(F)F)c(C#N)c(SCC(=O)O)n2)cc1
 : -4% | -9 | ? | 9% | -25% | -10
> CC(C)OCCCNC(=O)Cc1ccc(F)cc1
 : 6% | -1 | ? | 5% | -5%[5.75 µM] | -5
> CC(=O)c1c(O)cc(=O)n(-c2ccccc2)c1-c1ccc(C)cc1
 : -23% | 0 | 18% | 7% | 33% | -11
> COC(=O)N(c1ccccc1)P1(=S)OCCO1
 : -8%[11.4 µM] | -2 | ? | -8% | . | -8
> CCCCCCCC(=O)Nc1cc(C(=O)NCCC)ccc1N1CCC2(CC1)CC(c1cccc(Br)c1)=NO2
 : 2% | . | ? | . | ? | .
> CC(=O)c1cccc(NC(=O)N2CCc3ccccc3C2)c1
 : 1% | 25* | -14% | -6% | 100%[activator] | 100*
> COc1ccc(OC)c(NC(=O)c2cc3c(Cl)nc4ccccc4c3s2)c1
 : -8% | -1 | 0% | 2% | 39%[activator] | 6
> COc1ccc(C(=O)NNC(=S)NC(=O)c2ccc(OC)cc2)cc1
 : -21% | 5 | 9.3µM* | ? | -9% | .
> O=C(Cc1ccc(F)cc1)Nc1cccc(S(=O)(=O)N2CCCC2)c1
 : 1% | . | ? | . | ? | .
> CCOc1cc(C(C(=O)NCC2CCCO2)N(C(=O)Cn2nnc3ccccc32)c2ccccc2C)ccc1O (configuration not stated)
 : -13% | 1 | 34%[activator] | 3% | ? | -3
> CCOC(=O)N1CCC(NC(=O)c2cc(S(=O)(=O)N(CC)CC)ccc2F)CC1
 : -5% | -5 | ? | 1% | . | -11
> Cc1occc1C(=O)Nc1cccc(C(=O)NCc2ccccc2)c1
 : -34% | -2 | 6% | -3% | ? | -12
> Cc1ccc(S(=O)(=O)N2c3ccccc3NC(=O)C2CC(=O)Nc2ccccc2)cc1 (configuration not stated)
 : -1% | -1 | 12µM* | 7% | ? | 10
> CC(Sc1nnc(N)s1)C(=O)Nc1nccs1 (configuration not stated)
 : 0% | -7 | -13% | . | 19% | -27
> O=C(/C=C/c1cccc(Cl)c1)c1ccc([N+](=O)[O-])o1
 : 0.71µM* | . | ? | . | ? | .
> COc1cc(OC)cc(C(=O)Nc2ccc3nc4n(c(=O)c3c2)CCCC4)c1
 : -14% | 27* | 14% | 7% | ? | 70*
> Cc1ccc(S(=O)(=O)Cc2nc3ccccc3c(=O)[nH]2)cc1
 : -1% | -4 | 0% | 2% | -1% | 9
> CC1(C)NC(=O)N(CC(=O)NNC(=O)c2ccccc2F)C1=O
 : -10% | . | -20% | . | -13% | .
> O=c1c2sccc2nc(SCc2cc(=O)n3cc(Br)ccc3n2)n1Cc1ccccn1
 : -1% | 26* | ? | ? | 174%[activator] | 93*
> CCOC(=O)C1=C(C)NC(C)=C(C(=O)OCCNC(=O)c2cccnc2)C1c1cccc([N+](=O)[O-])c1 (configuration not stated)
 : -28% | 3 | 9.3µM* | 2% | ? | 16
> CN(C)CCN1C(=O)c2oc3ccc(Cl)cc3c(=O)c2C1c1cccc(Br)c1 (configuration not stated)
 : -32% | 3 | 426%[activator] | 2% | 1.9µM* | -14
> O=C(O)CCc1nnc(SCC(=O)Nc2cccc(C(F)(F)F)c2)[nH]c1=O
 : 0% | -10 | 11% | 28% | -2% | 33
> CC(=O)c1cn(-c2ccc(Cl)cc2)c(=O)n(Cc2ccc(Br)cc2)c1=O
 : -2% | -5 | 2% | 3% | ? | 16
> CCNc1nc(NCC)n2c(SCC(=O)Nc3c(C)cccc3C)nnc2n1
 : -3% | . | ? | . | ? | .
> O=C(CCc1nnc(C2CCCCC2)o1)NCc1cccc(-n2cccn2)c1
 : -3% | 10 | -12% | 2% | -8% | -4
> COc1ccc(C(=O)NC(=O)NC2(C(Cl)(Cl)Cl)OCCO2)cc1
 : 5% | 51* | 169%[activator] | 0% | 170%[activator] | 76*
> O=C(NCC1CCCCC1)c1ccc(F)cc1Cl
 : ? | 57* | ? | 1% | 58%[activator] | 89*
> COc1ccccc1N1CCN(C(=O)c2cc(-c3ccc4c(c3)OCO4)on2)CC1
 : 1% | 10 | ? | 8% | -7% | 7
> CCOC(=O)C1CCCN(c2nc3ccccc3nc2C(C#N)C(=O)OC(C)C)C1 (configuration not stated)
 : 4% | -7 | ? | -9% | 6% | -10
> CCn1cc(S(=O)(=O)Nc2ccc3c(c2)OCCO3)cn1
 : 11% | 76* | 21% | 0% | 104%[activator] | 77*
> COc1ccc(-c2nnc3c4ccccc4c(C)nn23)cc1S(=O)(=O)N1CCN(CCO)CC1
 : -12% | -1 | 2.6µM* | -1% | 4.7µM* | -3
> Cc1ccc(C)c(NC(=O)Cn2nc(C)c3ccccc3c2=O)c1
 : 9% | 1 | 7%[5.75 µM] | 4% | -3% | -9
> Oc1ccc(Nc2ncnc3ccccc23)cc1
 : -1% | 10 | 137%[activator] | 6% | 4% | 19
> CCOC(=O)c1ccc(N2Cc3ccccc3C2=N)cc1
 : -1% | 34* | 69%[activator] | -3% | . | 126*
> Nc1c(-c2ccccc2)cnn1-c1ccccc1
 : -1% | 44* | 304%[activator] | 1% | 165%[activator] | 87*
> CCN(CC)CCn1cnc2c1c(=O)n(CCOC(=O)c1cc(OC)c(OC)c(OC)c1)c(=O)n2C
 : 18% | -1 | ? | -12% | 0% | -11
> Cc1nnc(SCc2nc3sc(C(=O)O)c(C)c3c(=O)[nH]2)s1
 : -20% | 9 | -3% | -3% | ? | 18
> O=[N+]([O-])c1ccccc1CN1CCN(S(=O)(=O)Cc2ccccc2)CC1
 : 1% | 18 | -13% | ? | 2% | 9
> CN(CC(=O)Nc1ccc(N2CCOCC2)cc1)C(=O)CSc1ccccc1F
 : -10% | . | 1% | . | 20% | .
> c1ccc(CN2CCOCCOCCOCCOCCOCCOCC2)cc1
 : -7% | 9 | 67%[activator] | 2% | 3% | 5
> COC(=O)C1(C)NC(c2ccc(O)cc2)C2C(=O)N(c3ccc(F)cc3)C(=O)C21 (configuration not stated)
 : 7% | 1 | -25% | -5% | -12% | -2
> CCCCn1c(=O)c(C(=O)OCC)c(O)c2ccccc21
 : 21% | 17 | 51%[activator] | -23% | 11% | 14
> CC(=O)C1C(c2cn(-c3ccccc3)nc2-c2cccs2)NC(=O)NC1(O)C(F)(F)F (configuration not stated)
 : 6% | 5 | ? | 0% | -12% | 2
> Cc1cc(C)cc(C(=O)NCC(=O)OCC(=O)Nc2ccc(C)cc2Br)c1
 : 5% | 9 | 38%[activator] | 3% | 22% | 11
> O=C(Cc1ccc(F)cc1)OCn1nnc2ccccc2c1=O
 : -4% | -3 | 30%[activator] | 0% | 5% | 21
> O=C(Oc1cccc(F)c1)c1ccc2c(=O)n3c(nc2c1)CCC3
 : 3% | . | 4% | . | 19% | .
> CCN1CCN(C(=O)CCc2nnc3ccc(N4CCN(c5cccc(OC)c5)CC4)nn23)CC1
 : 5% | -6 | ? | -5% | -16% | -8
> COc1ccc(C(=O)CSc2nc(C)cc(=O)[nH]2)cc1
 : -2% | 2 | ? | -10% | -3% | -2
> Cc1ccccc1-c1ncc(CN2CCC(CO)(CCCc3ccccc3)CC2)cn1
 : -26% | -1 | ? | -6% | ? | 3
> COC(=O)COc1ccc(S(=O)(=O)NCc2ccccn2)cc1
 : 0% | 9 | i | -5% | 24% | -4
> O=C(NCc1ccccc1Cl)C1CCCO1 (configuration not stated)
 : -7% | -2 | 8%[5.75 µM] | 0% | -6%[5.75 µM] | 20
> CC(C)NC(=O)c1cc2cc(Br)ccc2oc1=O
 : 0% | 30* | 7% | -1% | ? | 86*
> COCCn1c(-c2cccs2)nc2nc3ccccc3nc21
 : -4% | 13* | -19% | -5% | ? | 20
> CC(C)CC(NC(=O)C1CCC(C)CC1)C(=O)Nc1cccnc1 (configuration not stated)
 : -6% | -1 | 28% | -2% | ? | -7
> Cc1cccc(NC(=S)N(Cc2ccc(Br)cc2)Cc2ccc(C(=O)O)cc2)c1
 : -2% | 1 | ? | -6% | -11% | -15
> CC(=O)c1cc(CN2CCC(N3CCC(C(=O)N4CCCC4)CC3)CC2)cs1
 : -1% | 4 | -7% | -17% | 23% | 20
> CC(=O)Nc1ccc(NCc2cccs2)cc1
 : 17% | 12 | ? | -9% | 31%[activator] | 28
> COc1ccc(CCNC(=O)CCN2C(=O)c3cccc4cccc(c34)C2=O)cc1OC
 : 13% | -5 | 3% | 1% | 3% | -6

3 entries drawn at random from the list so far, as already listed:
The line under a structure holds: Sm TGR inh | Cycloheximide cs | Pf growth 96h | FBPA Giardia inh | Pf growth 48h | Shiga toxin inh
> CN(CC(=O)Nc1ccc(N2CCOCC2)cc1)C(=O)CSc1ccccc1F
 : -10% | . | 1% | . | 20% | .
> Cc1ccccc1-c1ncc(CN2CCC(CO)(CCCc3ccccc3)CC2)cn1
 : -26% | -1 | ? | -6% | ? | 3
> O=C(Oc1cccc(F)c1)c1ccc2c(=O)n3c(nc2c1)CCC3
 : 3% | . | 4% | . | 19% | .

(further entries)
The line under a structure holds: Sm TGR inh | Cycloheximide cs | Pf growth 96h | FBPA Giardia inh | Pf growth 48h | Shiga toxin inh
> Cc1cc(Cl)cc2sc(NC(=O)c3ccco3)nc12
 : -1% | 51* | 421%[activator] | 9% | 137%[activator] | 50*
> CCc1nnc(NC(=O)c2sc3nc4c(cc3c2N)CCCCCC4)s1
 : 0% | 13* | 76%[activator] | 10% | 19% | 59
> Cc1cccc2c1cnn2C(=O)CCC(=O)NC1CCCCC1
 : 11% | 4 | 13µM* | -4% | 23% | -4
> O=[N+]([O-])c1ccc(CN2CCN(c3nc4ccccc4s3)CC2)cc1
 : ? | 12* | ? | -5% | 29% | 24
> Cc1ccc(CCS(=O)(=O)c2ccc(C(C)(C)C)cc2)cn1
 : 4% | -1 | -9% | -2% | 112%[activator] | -10
> N/C(=N\OC(=O)COc1ccc(Br)cc1)c1cccc([N+](=O)[O-])c1
 : 5% | 5 | 13% | 4% | 11% | -9
> CC(C)C(=O)NC(Nc1cccc([N+](=O)[O-])c1)C(Cl)(Cl)Cl (configuration not stated)
 : . | -1 | 23% | 0% | 1.9µM* | -10
> O=C1CS/C(=N/N=C2CCCC2)N1
 : 1% | -6 | 3.3µM* | -15% | -14% | 7
> Cc1ccc(S(=O)(=O)NC(=NCc2ccccc2)c2ccc(F)cc2)cc1
 : -1% | 17 | -20% | . | -14% | -2
> Cc1ccc(N=C2NC(=O)C(CO)(CO)S2)cc1
 : -21% | 8.8* | ? | -21% | 11% | 10
> O=C(CN1C(=O)NC2(CCCC2)C1=O)Nc1nc(-c2ccccc2)cs1
 : 16% | . | 31%[activator] | . | 4% | .
> Cc1ccc(S(=O)(=O)NNC(=O)C2COc3ccccc3O2)cc1C (configuration not stated)
 : . | 8 | -11% | 13% | 31% | 5
> COCCn1c(SCC(=O)N2CCCC2)nc2c([nH]c3ccccc32)c1=O
 : -7% | -2 | ? | . | ? | -8
> O=C(Nc1ccc(C(=O)Oc2ccccc2)c(O)c1)c1ccco1
 : -2% | 55* | . | -12% | -10% | 131*
> CCc1c(C)nc2cc(-c3ccc(OC)c(OC)c3)nn2c1N1CCCC1
 : 1% | -1 | 0% | -4% | 13µM* | -10
> CC(=O)N1c2ccccc2CCc2ccc([N+](=O)[O-])cc21
 : 6% | -1 | -16% | 6% | -18% | -12
